NPSR antag: neuropeptide S receptor (human) antagonism, cAMP. AID 1461. hit rate 1% among 220,000. Q6W5P4. CHO-NPSR cells, cAMP TR-FRET, antagonist mode. Potency, µM (top dose mostly 38.3 µM), without a hit: top-dose activity change, negative = inhibition, most hits filed as inhibitors; note: potency is the fitted concentration of half-maximal effect; % is set by controls: 0 for no effect and ±100 for the full control effect; nearly all actives have a fitted effect of over 50% in size; many of its hits are not listed in these tables
Target sequence (Q6W5P4 whole entry, looked up): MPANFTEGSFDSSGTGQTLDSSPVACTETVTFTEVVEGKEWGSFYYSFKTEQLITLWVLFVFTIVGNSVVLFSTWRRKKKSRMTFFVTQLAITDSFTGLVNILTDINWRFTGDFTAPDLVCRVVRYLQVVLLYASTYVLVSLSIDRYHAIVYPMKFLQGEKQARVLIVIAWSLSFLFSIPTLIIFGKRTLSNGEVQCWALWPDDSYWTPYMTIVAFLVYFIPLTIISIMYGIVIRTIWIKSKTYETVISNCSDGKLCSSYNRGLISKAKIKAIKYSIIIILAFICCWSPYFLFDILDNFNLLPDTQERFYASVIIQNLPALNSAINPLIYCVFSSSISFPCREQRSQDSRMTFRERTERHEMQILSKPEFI
Epigenetic derep: epigenetic control regulation, reporter derepression. murine LDR cells, GFP reporter derepression, 30 h. AID 1865. hit rate 0.2% among 280,000. Potency, µM (doses to about 53.9 µM), inactives show at the top dose GFP activation, usual class: activators; note: potency is the fitted concentration of half-maximal effect; % of control where 0% means no effect; nearly all actives have a fitted effect of over 60% in size
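In this reporter-derepression format, murine cells bearing a silenced integrated CMV-GFP locus incubate with test compound (30 h, 37 C), then are washed and imaged; fluorescent objects of 20–120 um count as induced cells.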
CBFb RUNX1 block: inhibitors of human CBF-beta and RUNX1 interaction | AlphaScreen CBFb-His/RUNX1-biotin binding, biochemical | Potency, µM (highest dose often 59.8 µM), inactives show top-dose activity, negative = inhibition, actives largely listed as inhibitors | 230,000 tested, under 10 active; note: % of control where 0% means no effect
Target sequence (Q01196 whole entry, looked up): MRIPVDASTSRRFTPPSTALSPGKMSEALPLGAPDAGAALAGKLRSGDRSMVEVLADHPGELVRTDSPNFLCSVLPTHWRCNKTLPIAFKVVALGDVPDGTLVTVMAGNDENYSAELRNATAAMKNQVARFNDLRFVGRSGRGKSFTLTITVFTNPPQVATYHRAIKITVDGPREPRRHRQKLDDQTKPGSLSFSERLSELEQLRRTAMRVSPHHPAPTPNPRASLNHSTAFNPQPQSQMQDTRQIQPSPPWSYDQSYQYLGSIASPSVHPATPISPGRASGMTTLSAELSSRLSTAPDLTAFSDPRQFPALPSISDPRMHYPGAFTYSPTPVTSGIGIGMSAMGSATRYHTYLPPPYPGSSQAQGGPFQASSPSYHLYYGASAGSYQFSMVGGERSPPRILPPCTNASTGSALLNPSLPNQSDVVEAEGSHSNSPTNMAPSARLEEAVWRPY
Target sequence (Q13951 whole entry, looked up): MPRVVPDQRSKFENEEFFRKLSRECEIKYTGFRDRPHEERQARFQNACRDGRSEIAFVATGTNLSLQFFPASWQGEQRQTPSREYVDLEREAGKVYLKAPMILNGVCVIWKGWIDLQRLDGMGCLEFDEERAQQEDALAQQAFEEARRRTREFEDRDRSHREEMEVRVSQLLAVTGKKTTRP
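His-tagged CBF-beta and biotinylated RUNX1 (30 nM each) were premixed 20 min at room temperature, exposed to compound for 15 min, then given nickel-chelate and streptavidin AlphaScreen beads (50 ng each). After 90 min, AlphaScreen signal was read.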
HttQ103 aggreg: reduces HttQ103-GFP aggregates in PC12 cells. Potency, µM (top dose mostly 46.1 µM), for the others: at the highest dose activity change, negative = inhibition, hits mostly inhibitors. PC12 HttQ103-GFP aggregates, Acumen cytometry, 40 h. hit rate 1.1% among 220,000; note: potency is the fitted concentration of half-maximal effect; % is set by controls: 0 for no effect and ±100 for the full control effect; nearly all actives have a fitted effect of over 60% in size
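Compounds (qHTS titration) were added to PC12 cells expressing an ecdysone-driven HTT exon 1 Q103–GFP fusion after induction with 100 nM tebufenozide. Aggregate formation was measured as GFP objects in cell lysates.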
Luc counter: Kinase-Glo luciferase inhibition (counter-screen); Q27757; Kinase-Glo luciferase, ATP luminescence, 8 min; Potency, µM (highest dose often 38.3 µM), for inactives: top-dose activity change, negative = inhibition, usual class: inhibitors; hit rate 0.28% among 200,000; note: potency is the fitted concentration of half-maximal effect; % is set by controls: 0 for no effect and ±100 for the full control effect; nearly all actives have a fitted effect of over 60% in size
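Light output from Kinase-Glo luciferase with luciferin and 10 uM ATP in 50 mM imidazole pH 7.2, KCl, MgCl2, Tween 20, BSA; compound pin-delivered, 8-min ambient incubation, then luminescence read.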
IMPase Li cell: membrane-permeable IMPase blocker, potentiated with lithium. CHO-M1 cells, IP1 TR-FRET (IP-One), carbachol + lithium. Potency, µM (doses to about 59.4 µM), without a hit: at the top dose activity, negative = IMPase inhibition, hits mostly inhibitors. hit rate 0.35% among 210,000;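 note: IP1 builds up when IMPase is blocked and the TR-FRET signal falls; potency is the fitted concentration of half-maximal effect; plate controls were basal vehicle for no effect and high inhibitor control for full effect; nearly all actives have a fitted effect of over 50% in size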
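Test compounds were applied to CHO-M1 cells previously cultured for 16–30 h at 2000 per well. A small lithium amount accompanied them; after 30 min at 37C, IP1 was quantified by TR-FRET.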
L3MBTL1 inh: inhibitors of human L3MBTL1; hit rate 0.66% among 230,000; AlphaScreen L3MBTL1–H3K9me1 peptide binding; Q9Y468; Potency, µM (top dose mostly 57.1 µM), for the others: at the highest dose activity, negative = inhibition, usual class: inhibitors; note: potency is the fitted concentration of half-maximal effect; % is set by controls: 0 for no effect and ±100 for the full control effect; nearly all actives have a fitted effect of over 60% in size
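AlphaScreen assay: L3MBTL1 (50 nM final) was preincubated 30 min at room temperature with biotinylated H3(1-15)K9me1 peptide (75 nM final), then 30 min with library compounds; streptavidin donor and nickel chelate acceptor beads (10 ug/mL final) added, 30 min dark.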
Active calls of the source: *; ? = inconclusive; / = not tested or not shown; [ ] = dose if it differs, or a comment. Calls come from the whole dose curve; as a rule, active = well fitted curve in the direction sought with a large enough effect; inconclusive = small, poorly fitted or top-dose-only effect, or another doubt; inactive = no such curve, though single readings can be large; an effect the other way counts as inactive or inconclusive. An excerpt; count on the stated rates, not on these rows.

SMILES | NPSR antag | Epigenetic derep | CBFb RUNX1 block | HttQ103 aggreg | Luc counter | IMPase Li cell | L3MBTL1 inh
CC(C)[C@H](NC(=O)c1ccccc1Cl)C(=O)OCc1cc([N+](=O)[O-])cc2c1OCOC2 | -8.1% | -1.1% | -5.6% | -3.0% | -0.6% | 6.1% | -2.9%
NC(=O)COC(=O)c1c2c(nc3ccccc13)CCCC2 | 4.6% | -1.4% | 4.3% | -6.9% | 3.8% | -3.3% | 5.8%
CCC(=O)N(Cc1cc2cc(OC)ccc2[nH]c1=O)c1cc(C)ccc1C | -11.5%[46.1 µM] | -0.7% | -5.9% | -8.1% | -2.2% | 5.7%[38.3 µM] | 10.7%
Cc1nn(C)c(C(=O)Nc2cccc(CN3CCOCC3)c2)c1Br | 10.1% | 1.1% | -2.2% | -12.9% | 1.7% | 1.2% | 3.9%
Cc1nc(NC(=O)c2ccccc2)sc1C1(C)CC(c2ccccc2F)=NO1 (stereo unspecified) | -40.7% | 1.6% | -28.6% | 11.9%[9.22 µM] | / | / | /
O=C(Nc1ccccc1)C12CC1/C(=N\O)c1ccccc1O2 (stereo unspecified) | / | 0.0% | 4.8% | / | / | -8.2% | /
Cc1cccc(CSc2nnc(-c3cnccn3)n2C)c1 | 41.6% | 0.3% | 11.4% | -2.0%[9.22 µM] | / | / | 7.3%
O=c1c(=O)n(O)c2ccccc2n1O | 12.2%[7.67 µM] | 4.1% | -3.9% | 4.2% | -0.3% | -2.1%[38.3 µM] | 5.0%
O=C(O)CNC(=O)[C@@H](CS)Cc1ccccc1 | / | 1.4%[16.9 µM] | 7.0%[21.7 µM] | / | 2.2%[17.1 µM] | -0.9% | /
COc1ccc(/C=C(/C(=O)Nc2ccccc2C(=O)N2CCCC2)c2ccccc2)cc1 | -27.8%[46.1 µM] | 1.2% | 6.0% | -13.8% | -0.2% | 28.3%[38.3 µM] | -5.7%
Cc1cc(OCc2nnc(SCC(=O)OC3CCCCC3)o2)ccc1Cl | -24.4%[46.1 µM] | -0.9% | -3.2% | 1.4% | -0.6% | 7.1%[38.3 µM] | 0.7%
c1ccc2[nH]c(CSc3nnc(-c4ccncc4)o3)nc2c1 | -5.7%[46.1 µM] | -5.3% | 4.8% | -11.0% | -0.5% | 4.4%[38.3 µM] | 16.2%
c1nc(N2CCCCC2)c2[nH]cnc2n1 | 2.1% | -1.0% | 0.1% | ? | -0.1% | -2.3% | 6.3%
O=C(NC(=S)Nc1ccccn1)c1cc(-c2ccccc2)nc2ccccc12 | -22.5% | 1.1% | 6.0% | -12.2% | 1.7% | 4.6% | -13.1%
CC(NC(=O)C1CCCN(S(=O)(=O)c2cccc3nonc23)C1)c1ccccc1 (stereo unspecified) | -9.4%[46.1 µM] | 6.2% | 2.2% | 15.7%[1.84 µM] | 7.9% | 21.3%[38.3 µM] | /
Cn1c(=O)c2c(SCC(=O)N3CCN(c4ccccc4)CC3)nc(C3CC3)nc2n(C)c1=O | 6.7% | -0.2% | 13.0% | -3.9%[9.22 µM] | / | 0.0% | 4.8%
COC(=O)CC1=NN(c2ccccc2)C(=O)/C1=C\c1ccc(OC)cc1 | -6.0% | 1.0% | -23.7% | 6.8% | 0.3% | 4.1% | -15.2%
COc1ccc(-c2nnc(SCC(=O)NCC3CCCO3)n2C)cc1 (stereo unspecified) | -3.9% | -1.3% | 2.1% | 3.3%[9.22 µM] | 4.7% | 8.9% | -1.8%
CCc1ccc(C(=O)N2CCC(c3nc4ccccc4s3)CC2)cc1 | -19.5%[46.1 µM] | -1.4% | 1.1% | -19.8% | -1.8% | -6.7%[38.3 µM] | 1.9%
COc1cc(/C=C(/NC(C)=O)C(=O)O)cc(Cl)c1OCc1ccc(Br)cc1 | 10.9% | -1.1% | 0.5% | -9.5%[9.22 µM] | / | / | -3.1%
O=C(CC1(O)C(=O)Nc2ccccc21)c1ccc(-n2cccc2)cc1 (stereo unspecified) | -6.3%[46.1 µM] | -1.1% | -16.7% | 0.9% | 0.3% | 35.2%[activator][38.3 µM] | -8.8%
CC(C)C1C(C#N)=C(N)Oc2n[nH]c(-c3cccs3)c21 (stereo unspecified) | -20.6%[46.1 µM] | 2.4% | -3.9% | 17.4% | 12.3% | -14.3%[38.3 µM] | 3.2%
COc1ccc(CCN(Cc2nc3ccccc3c(=O)[nH]2)C(=O)c2ccco2)cc1OC | -14.4%[46.1 µM] | 4.9% | -3.8% | 1.4% | 9.4% | 4.0%[38.3 µM] | -4.0%
COc1ccc(C2NCCn3cccc32)cc1 (stereo unspecified) | 6.8%[46.1 µM] | 0.0% | ? | 2.4% | 5.4% | 22.9% | -2.7%
Cc1ccnc(NS(=O)(=O)c2ccc(NC(=O)c3cc(-c4ccccc4)nc4ccccc34)cc2)n1 | -27.4% | 1.5% | 19.0% | ? | -0.5% | -1.8% | -7.7%
Going on with the list.
SMILES | NPSR antag | Epigenetic derep | CBFb RUNX1 block | HttQ103 aggreg | Luc counter | IMPase Li cell | L3MBTL1 inh
CC(C)(NO)/C(=N/O)c1ccc(Br)cc1 | -15.8%[46.1 µM] | 5.0% | 2.3% | 25.1% | -2.8% | -1.8%[38.3 µM] | 1.7%
Cc1ccc(CNC(=O)CSc2ccc(-c3ccccn3)nn2)cc1 | 1.7% | -0.3% | / | -16.5% | 0.2% | -2.0% | /
Cc1ccnc(N2CCC(C(=O)NCc3ccc4c(c3)OCO4)CC2)n1 | 28.0%[46.1 µM] | -0.1% | 4.3% | 10.0% | 0.5% | -12.6%[38.3 µM] | /
CCOC(=O)c1oc2ccc(S(=O)(=O)N3CCOCC3)cc2c1C | -6.0%[46.1 µM] | -0.1% | 2.2% | 9.6% | -0.2% | -15.0%[38.3 µM] | 9.8%
COCCn1c(SCC(=O)N2CCCC2)nnc1C(C)C | 14.0%[46.1 µM] | 0.0% | 4.4% | 17.9% | 0.4% | -13.9%[38.3 µM] | -2.3%
NC(N)=[N+]1CCc2ccccc2C1 | -15.9%[46.1 µM] | -0.1% | 25.6% | / | -4.8% | -2.8% | /
CC1CN(c2oc(-c3cccs3)nc2C#N)CC(C)O1 (stereo unspecified) | -11.7%[46.1 µM] | 0.0% | 3.3% | 12.2% | -0.7% | -28.9%[38.3 µM] | 5.0%
Cc1[nH]n(-c2nc(-c3ccc(Cl)cc3)cs2)c(=O)c1N=Nc1ccc(O)cc1 | ? | -2.3% | 8.4% | -16.0%[9.22 µM] | -1.8% | 19.5% | -0.4%
COC(=O)c1cc(Br)c(=O)n(-c2nccs2)c1 | ? | 1.2% | 6.6% | 6.7% | 0.4% | 10µM* | /
Cn1ncc(C#N)c1NC(=O)c1nn2cccnc2c1Cl | -29.5%[46.1 µM] | 6.8% | 7.8% | 19.4% | 6.0% | -9.5%[38.3 µM] | 5.2%
COc1ccc(CNCCNC(=O)c2nonc2N)cc1OC | 8.1% | -1.0% | 3.9% | 11.9% | 1.9% | 3.9% | -7.7%
COCc1cc(S(=O)c2ccc(Cl)cc2)nc(C)n1 (stereo unspecified) | -22.6% | -2.8%[10.1 µM] | 3.1% | 10.8%[9.22 µM] | -0.7% | -4.6% | -8.5%
CC(C)C(=O)Nc1nnc(SCC(=O)NC2CC2)s1 | -12.8%[46.1 µM] | -0.8% | 4.0% | 6.7% | 0.9% | -1.9%[38.3 µM] | 7.5%
CCCN1C(=O)c2cc(C(=O)Nc3ccc(OC)c(OC)c3)ccc2C1Nc1ccc(OC)c(OC)c1 (stereo unspecified) | -4.6% | 9.5% | -28.5% | 12.9% | -2.5% | 10.3% | /
CC1(C)C2CC=C(/C=N/NC(=O)c3ccc(O)cc3)C1C2 (stereo unspecified) | -10.5%[46.1 µM] | -0.9% | -6.2% | 6.2% | / | / | -0.5%
C=CC(=O)N1C(=O)c2ccccc2S1(=O)=O | / | -1.1% | -25.1% | / | -0.4% | 12.7% | /
CC(=O)N1CCc2c(sc(NC(=O)c3ccc([N+](=O)[O-])o3)c2C#N)C1 | 2.51µM* | 11.2µM* | 6.0% | 5.3%[9.22 µM] | -20.0% | 34.4%[activator] | -20.3%
O=C(O)c1ccc(Cn2nnc3sc4c(c3c2=O)CCCC4)cc1 | -29.8% | -0.5% | -3.0% | 3.4%[9.22 µM] | -1.4% | -4.1% | ?
CN1CCN(c2ccccc2NC(=O)c2cc3c(s2)-c2ccccc2OC3)CC1 | ? | -1.8% | 24.6% | 14.9%[9.22 µM] | / | / | /
COc1cc(/C=C(\NC(=O)c2ccccc2)C(=O)NCC(=O)O)c([N+](=O)[O-])cc1OC | 18.2% | 1.0% | -17.0% | 9.1% | 0.9% | -13.3% | -3.8%
Cc1nc(N2CCCC2)c2nnn(Cc3ccccc3Cl)c2n1 | -17.1%[46.1 µM] | 0.0% | 2.2% | -5.5% | -5.0% | 0.9%[38.3 µM] | 2.4%
COc1ccccc1NC(=O)c1ccc(CS(=O)(=O)c2ccc(C)cc2)cc1 | -18.1% | 0.9% | -6.9% | 5.5% | 4.0% | -1.8% | -15.7%[11.4 µM]
CC(O)CNC(=S)Nc1ccccc1 (stereo unspecified) | -6.8% | 0.0% | 2.7% | 4.8%[9.22 µM] | 1.3% | -4.6% | 3.7%
CC(=O)Nc1c(C)ccc(CNC(=O)COc2ccc(F)cc2)c1C | 9.4% | -0.6% | 10.3% | -4.7% | 0.0% | 0.0% | 12.8%
COc1ccc(OC)c(Nc2nc(C3CC3)nc3c2nnn3Cc2ccccc2)c1 | -26.1%[46.1 µM] | -1.8% | 4.3% | -6.4% | 1.2% | -3.8%[38.3 µM] | 6.1%
C[C@]1(C(=O)O)C=C[C@@H](Cc2ccccc2)N1C(=O)c1ccccc1 | 0.8% | -3.0% | -2.8%[2.36 µM] | 9.1% | -3.7% | 9.1% | 3.8%
COCCCn1c(SCC(=O)N2CCc3ccccc32)nnc1-c1ccco1 | 11.4% | -1.0% | 3.7% | -0.6% | -0.2% | 5.5% | -7.2%
C/C(Cc1ccccc1)=N\NC(=O)CNC(=O)c1cccc(Cl)c1 | -10.5% | -0.3% | 8.5% | -6.0%[9.22 µM] | / | / | 14.1%
O=C(NCCN1CCOCC1)c1cc2cc(Br)ccc2oc1=O | 5.4%[46.1 µM] | 3.7% | -2.5% | 12.0% | -3.5% | -16.7%[38.3 µM] | /
COc1cc(NC(=O)c2ncn[nH]2)cc(OC)c1OC | 11.9% | -1.0% | -6.0% | 7.7% | 1.8% | 10.2% | ?

Fetched by structure from the entries so far (two):
SMILES | NPSR antag | Epigenetic derep | CBFb RUNX1 block | HttQ103 aggreg | Luc counter | IMPase Li cell | L3MBTL1 inh
O=C(O)c1ccc(Cn2nnc3sc4c(c3c2=O)CCCC4)cc1 | -29.8% | -0.5% | -3.0% | 3.4%[9.22 µM] | -1.4% | -4.1% | ?
Cc1[nH]n(-c2nc(-c3ccc(Cl)cc3)cs2)c(=O)c1N=Nc1ccc(O)cc1 | ? | -2.3% | 8.4% | -16.0%[9.22 µM] | -1.8% | 19.5% | -0.4%
